3CLpro inhibitor: SARS-CoV 3CLpro protease inhibitors, primary screen, biochemical, quenched FRET; recombinant SARS-CoV 3CLpro, quenched FRET peptide cleavage; AID 1706, 2009; 290,000 tested, 0.14% active; inhibition, % at 6 µM; in the data active = inhibition above about 12%
Y pestis TopoI: Yersinia pestis topoisomerase I inhibitors, primary screen, biochemical, cleavage product accumulation, plate reader, single point. DNA topoisomerase I (Yersinia pestis CO92). 360,000 tested, 0.064% active. Y. pestis Topo-I cleavage product accumulation. activity, % at 10 µM; in the data active = activity above about 50%, passing the limit was not always enough; inconclusive = no clear call, values can overlap the other calls; also: inactives centre near 2
SSB-PriA inh: inhibitors of Klebsiella pneumoniae PriA binding to SSB C-terminal tail, primary screen, biochemical, AlphaScreen; inhibition, % at 33 µM; AID 1272365, 2023; PriA–SSB C-terminal tail interaction (Klebsiella pneumoniae); 430,000 tested, 0.6% active; AlphaScreen SSBct-PriA binding, biotinylated peptide; in the data active = inhibition mostly above about 37%, no sharp cut-off; inactive = mostly below about 20%;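 also: plate controls were negative control peptide for no effect and reference peptide for full effect; strong numbers were not always called active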
PrPC surface inh: inhibitors of human cell surface prion protein PrPC, primary screen, cell-based, TR-FRET | Major prion protein (Homo sapiens), P04156 | TR-FRET read-out | inhibition, % at 13.8 µM | 370,000 tested, 0.43% active; in the data active = inhibition above about 24%; also: 0% = median of the test wells and 100% = reference compound wells
TcdB inh: TcdB glycohydrolase inhibitors, primary screen, biochemical, single point, plate reader; inhibition, % at 9.99 µM; Toxin B (Clostridioides difficile), P18177; AID 652162, 2013; TcdB glycohydrolase enzymatic assay; 350,000 tested, 0.24% active; in the data active = inhibition above about 10%
BoNT-A LC inh2: BoNT/A light chain protease inhibitors, primary screen, biochemical, flow cytometry, MLPCN library; inhibition, % at 10 µM; AID 588499, 2011; 360,000 tested, 0.17% active; multiplex microsphere protease substrate cleavage; Botulinum neurotoxin type A light chain protease (Clostridium botulinum A str. ATCC 3502); also: plate controls were buffer without enzyme for full effect and enzyme alone for no effect
BH1578 lux ind: inducers of Vibrio cholerae quorum light production without autoinducers, primary screen, BH1578 luxS cqsA deficient, single point | AID 588436, 2011 | 350,000 tested, 0.16% active | V. cholerae BH1578 lux reporter, luminescence, 6 h | activation, % at 18.7 µM; in the data active = activation mostly above about 9.7%, no sharp cut-off; inconclusive = no clear call, values can overlap the other calls; inactive = mostly below about 3.7%; also: not every result past the cut was called active; inactives centre near 0; reference of the scale not given here
PfHsp40 rescue: rescue of yeast from PfHsp40 toxicity, primary screen, S. cerevisiae, ATP luminescence | S. cerevisiae expressing PfHsp40, growth rescue | growth rescue, % at 12.5 µM | 340,000 tested, 0.68% active | AID 504582, 2011; in the data active = growth rescue above about 28%, passing the limit was not always enough; inconclusive = no clear call, values can overlap the other calls;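 also: yeast W303a lacking pdr1 and pdr3 grown in galactose medium; growth measured after three days at 30 °C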
Anthrax LF inh2: Bacillus anthracis LF protease inhibitors, primary screen, biochemical, multiplex microsphere, MLPCN library | Lethal factor (Bacillus anthracis), P15917 | multiplex microsphere protease cleavage assay | inhibition, % at 10 µM | 360,000 tested, 0.12% active; also: plate controls were buffer without enzyme for full effect and enzyme alone for no effect
An asterisk follows results filed as active; i = inactive; u = inconclusive; x = no result given; & = joins results of further samples. Rule as the data show it, unless noted: active = inhibition above about 30%; inconclusive = no clear call, values can overlap the other calls; inactive = below that. These rows are one share of the data (hit frequency here may not be typical).

SMILES | 3CLpro inhibitor | Y pestis TopoI | SSB-PriA inh | PrPC surface inh | TcdB inh | BoNT-A LC inh2 | BH1578 lux ind | PfHsp40 rescue | Anthrax LF inh2
COc1cc(CN2CCC(C(=O)N3CCCC(C)C3)CC2)cc(Br)c1O (stereo unspecified) | -6 | 1 | 3 | 0 | x | 0.4 | i | -0.6 | 9
Cc1cc(NC(=S)N(Cc2ccc(Cl)cc2)Cc2ccc(C(=O)O)cc2)ccc1Cl | 1 | -11 | -4 | 6 | 1.4 | -0.2 | i | u | -3
O=C(Nc1ccc(C(=O)O)cc1)/C(=C\c1ccccc1)NC(=O)c1ccccc1 | -1 | -1 | -2 | 6 | 2.0 | 2.9 | i | -0.6 | -1
N#CC(c1ccc(Cl)cc1)c1ccc2c(C(F)(F)F)cc(C(F)(F)F)nc2n1 (stereo unspecified) | -2 | -7 | 23 | 10 | x | 0.7 | -0.5 | -0.4 | -2
Cc1cc([N+](=O)[O-])nn1CC(=O)Nc1nccs1 | 1 | -3 | -5 | -2 | 1.0 | 0.2 | -0.2 | -1.2 | 1
C=C1CCN([C@@H](CC(C)C)C(=O)NCc2ccc(Cl)c(Cl)c2)S(=O)(=O)c2ccccc21 | x | 36 | -4 | 9 | 1.1 | -0.3 | 0.3 | 3.7 | 0
CC(C)(C)C(=O)Nc1cccc(OC(F)(F)C(F)Cl)c1 (stereo unspecified) | 2 | -8 | -19 | 4 | 0.3 | 0.1 | i | -0.8 | -2
Cc1ccc2[nH]c(=O)c(CN(Cc3ccc4c(c3)OCO4)Cc3nnnn3C3CCCC3)cc2c1 | 4 | 31 | -13 | 3 | x | 0.9 | 7.1 | 0.3 | 0
O=C(NCCOc1nc(N2CCOCC2)nc(N2CCOCC2)n1)Nc1ccc(Cl)cc1 | 2 | 0 | -9 | -4 | x | -0.6 | -0.3 | 0.8 | -4
COC(=O)C1=C(N)Oc2cc(C)n(CCCn3ccnc3)c(=O)c2C1c1ccc(Cl)cc1 (stereo unspecified) | 0 | 11 | 8 | -13 | x | -0.1 | i | 0.6 | 1
CC(=O)c1nn(-c2ccc(Cl)cc2)cc1C(=O)c1ccc(C)cc1 | x | 0 | -8 | -6 | 0.3 | -0.4 | i | x | -4
COc1ccc(-n2c(-c3ccc(Br)cc3)nc(=S)c3c2CCCC3)cc1 | 2 | 5 | 0 | -3 | x | -0.7 | i | -1.0 | 1
O=C(N/N=C/c1ccc(F)cc1)c1cc[n+]([O-])cc1 | 2 | 0 | x | 5 | 0.9 | 1.8 | i | -0.4 | 0
COc1cccc(C(O)c2nc(-c3ccccc3)cs2)c1 (stereo unspecified) | x | 5 | x | 6 | 1.7 | 0.2 | 0.3 | x | 0
Cc1csc(/C(C#N)=N/O)n1 | 0 | 10 | x | -2 | 0.0 | -1.0 | 3.5 | -1.5 | 1
C/C(=N\NC(=O)c1cnccn1)c1ccc([N+](=O)[O-])cc1 | -5 | -14 | x | -10 | 1.0 | u | -1.2 | -1.0 | -3
O=C(Nc1ccccc1F)NC1CCCc2ccccc21 (stereo unspecified) | 4 | 2 | -6 | -9 | 2.2 | -1.1 | -1.9 | 0.4 | 12
COc1ccccc1/C=C/CN1CCN(Cc2ccc(C)o2)C(CCO)C1 (stereo unspecified) | 1 | -5 | 25 | -4 | x | 1.0 | -0.5 | 0.5 | 1
O=C(C=C1SCCS1)/C=C/c1ccco1 | 2 | 4 | -3 | -12 | x | 2.6 | 0.5 | 1.2 | 2
CN(CC(=O)Nc1cccc(F)c1)C(=O)c1ccc(N2C(=O)c3ccccc3C2=O)cc1 | x | 0 | -15 | -1 | 0.2 | -8.9 | 1.6 | -1.7 | -2
Cc1ccc(NS(=O)(=O)c2ccc(NC(=O)C3CCCO3)cc2)cc1 (stereo unspecified) | 3 | 8 | -13 | 12 | x | -0.2 | 2.9 | 0.2 | 2
Cc1nc2ccccc2c2nc3ccccc3n12 | 2 | -6 | -8 | 0 | x | 0.4 | 7.1 | 9.2 | 2
Cc1cccc(Nc2ncnc3onc(-c4cccc(Cl)c4)c23)c1 | 3 | 14 | -17 | -2 | 1.0 | 0.2 | i | 8.0 | -3
COc1ccc(CC2(CO)CCN(Cc3cnn(-c4ccccc4)c3)CC2)cc1 | 0 | 13 | -19 | -18 | -0.3 | -0.2 | -0.4 | 0.7 | 5
Cc1ccc(S(=O)(=O)N2CCCCC2)cc1C(=O)Nc1ccc(N2CCOCC2)cc1 | -3 | 6 | -9 | 17 | x | 0.2 | 8.3 | 0.0 | -1
COc1cc(OC)c(C2C(C(=O)Nc3ccccc3)=C(C)Nc3ncnn32)cc1OC (stereo unspecified) | 1 | 0 | -8 | 4 | x | 0.2 | -0.2 | 0.2 | 0
O=C(CN(c1ccc(Br)cc1)S(=O)(=O)c1ccc(Cl)c([N+](=O)[O-])c1)NCC1CCCO1 (stereo unspecified) | x | 6 | 3 | 2 | 0.7 | -3.1 | -0.3 | 1.4 | 6
Oc1ccc(-c2ccccc2)cc1CN1CCCCCC1 | 7 | 2 | 9 | -12 | 2.1 | -0.3 | i | 0.3 | 1
CC(=O)Nc1nc(SCC(=O)NCC2CCCO2)[nH]c(=O)c1NC(=O)c1cccs1 (stereo unspecified) | -1 | -6 | -6&-4&-3 | -2 | 0.4 | -0.4 | -0.2 | -0.6 | 1
CCn1cc(C(=O)Nc2ccc(OC)c(OC)c2)c2cc(OC)c(OC)cc2c1=O | -4 | 8 | -1 | -8 | x | 0.9 | 4.3 | -1.1 | 0
CCOC(=O)C1CN(S(=O)(=O)c2ccc(C)cc2)c2ccccc2O1 (stereo unspecified) | 6 | -4 | -17 | 6 | 2.2 | -4.6 | i | 1.6 | 3
CN1CCN(C(=O)c2ccc(-c3nn(C)c(=O)c4ccccc34)cc2)CC1 | 1 | -2 | -7 | -5 | x | 1.5 | i | 0.1 | -2
CCOc1ccccc1NC(=O)CCCc1nc2ccccc2c(=O)[nH]1 | 2 | 2 | -8 | 8 | x | -0.4 | -0.5 | 1.1 | -3
CN(C)S(=O)(=O)c1cc(NC(=O)CN2CCN(c3ccccc3O)CC2)ccc1Cl | 2 | 18 | -1 | 4 | -11 | -0.8 | i | 0.6 | -6
O=C(CN1CCN(c2ccccn2)CC1)Nc1ccc(Oc2ccccc2)cc1 | -3 | 45 | -2 | 1 | x | -0.3 | i | 3.3 | -3
CCOC(=O)Cc1c(C)nc2c(-c3ccccc3)c(-c3ccccc3)[nH]n2c1=O | 3 | -8 | -6 | x | 2.0 | u | -0.5 | -0.6 | -1
CCOc1ccc(N(C(=O)c2snc(C(N)=O)c2N)C(CC)C(=O)NC2CCCC2)cc1 (stereo unspecified) | 3 | -1 | -13 | -3 | 0.8 | 0.7 | i | -0.1 | -9
CCOP(=O)(OCC)C(NC(=O)Nc1ccccc1)c1ccccc1 (stereo unspecified) | 1 | -3 | -9 | -4 | 0.5 | 0.3 | -0.2 | 1.3 | -1
Cc1ccc(NC(=O)CCC(=O)c2cccs2)cc1F | -6 | -4 | -4 | 6 | 0.5 | -0.4 | i | -3.6 | 8
COc1ccc2ccccc2c1C1CC(=O)N2CN(C)CSC2=C1C#N (stereo unspecified) | 2 | -2 | -3 | 6 | -0.7 | u | i | -0.4 | 1
Cc1n[nH]c(=S)n1/N=C/c1ccccc1OCc1ccc(Cl)cc1Cl | 2 | 4 | x | 0 | x | 0.5 | -0.1 | 0.5 | 1
O=C(O)CSc1nc(-c2ccccc2)cc(=O)[nH]1 | -2 | -1 | -2 | -4 | -1.5 | 0.1 | i | -1.3 | 5
O=C(N[C@@H](Cc1ccc(O)cc1)C(=O)O)C(c1ccccc1)c1ccccc1 | 0 | -6 | -6 | 2 | -2.5 | 0.2 | -3.6 | -0.6 | -2
CCC(Sc1nc(=O)cc(N)n1CCc1ccccc1)C(=O)Nc1cc(C)on1 (stereo unspecified) | 0 | 14 | 0 | -2 | 1.5 | -0.4 | -0.2 | -1.0 | 0
Cn1cccc1/C=N/NC(=O)c1cccnc1 | 0 | 6 | x | -1 | x | -0.4 | -0.1 | -1.1 | -2
CCCCCCC(=O)Nc1cc2c(C)cc(=O)oc2cc1C | 2 | 6 | -9 | -8 | x | 1.0 | -0.5 | -0.2 | 4
COc1ccc([C@H]2CC(=O)C=C(c3ccc4[nH]ccc4c3)C2)cc1OC | x | 8 | 1 | -15 | 1.8 | -0.4 | 2.8 | 4.2 | -4
O=C(NC1CCN(Cc2ccccc2)C1)c1cc(S(=O)(=O)N2CCOCC2)ccc1Cl (stereo unspecified) | x | 3 | -4 | -8 | 0.0 | -0.6 | -0.3 | -1.1 | 8
CCOC(=O)N1CCC2(CC1)CC(=O)c1cc(O)ccc1O2 | -4 | -4 | 7 | 3 | x | -0.5 | -0.6 | 0.5 | 0
CCCc1cc(=O)n2[nH]c(-c3ccc(C)cc3)cc2n1 | 0 | 0 | -4 | -2 | x | 0.3 | 0.2 | 0.7 | -1
The results go on.
SMILES | 3CLpro inhibitor | Y pestis TopoI | SSB-PriA inh | PrPC surface inh | TcdB inh | BoNT-A LC inh2 | BH1578 lux ind | PfHsp40 rescue | Anthrax LF inh2
Cc1cc(S(=O)(=O)Nc2cccnc2)c(Cl)cc1Cl | 0 | -9 | 0 | 3 | 0.1 | -1.7 | -0.2 | 0.5 | 2
COc1ccc(-c2ccc(CN3C(C(C)C)C(=O)N(Cc4cn(CCC5OCCO5)nn4)CCS3(=O)=O)cc2)cc1 (stereo unspecified) | x | 24 | x | -5 | 0.0 | -0.2 | i | x | 0
O=CNC1c2ccccc2CCc2ccccc21 | x | 9 | -4 | -1 | 0.9 | 0.1 | -15 | -1.1 | 2
COc1cccc(NC(=O)C2(C)CCN2C(=O)CCC2CCCC2)c1 (stereo unspecified) | x | 12 | x | -4 | 0.2 | 0.4 | i | x | 0
CCOc1ccc(C2SCC(=O)N2c2c(C)n(C)n(-c3ccccc3)c2=O)cc1 (stereo unspecified) | -2 | 3 | -12 | 10 | x | -0.6 | -0.2 | 1.6 | 1
COc1ccc(C2C(C(=O)Nc3ccccn3)=C(C)Nc3ncnn32)c(OC)c1 (stereo unspecified) | -3 | -6 | -7 | 1 | -1.1 | -0.3 | -0.3 | -1.0 | 1

6 compounds picked at random from those above, as already listed:
SMILES | 3CLpro inhibitor | Y pestis TopoI | SSB-PriA inh | PrPC surface inh | TcdB inh | BoNT-A LC inh2 | BH1578 lux ind | PfHsp40 rescue | Anthrax LF inh2
O=CNC1c2ccccc2CCc2ccccc21 | x | 9 | -4 | -1 | 0.9 | 0.1 | -15 | -1.1 | 2
COc1ccc(-c2ccc(CN3C(C(C)C)C(=O)N(Cc4cn(CCC5OCCO5)nn4)CCS3(=O)=O)cc2)cc1 (stereo unspecified) | x | 24 | x | -5 | 0.0 | -0.2 | i | x | 0
COc1cccc(NC(=O)C2(C)CCN2C(=O)CCC2CCCC2)c1 (stereo unspecified) | x | 12 | x | -4 | 0.2 | 0.4 | i | x | 0
COc1ccc(C2C(C(=O)Nc3ccccn3)=C(C)Nc3ncnn32)c(OC)c1 (stereo unspecified) | -3 | -6 | -7 | 1 | -1.1 | -0.3 | -0.3 | -1.0 | 1
CCOc1ccc(C2SCC(=O)N2c2c(C)n(C)n(-c3ccccc3)c2=O)cc1 (stereo unspecified) | -2 | 3 | -12 | 10 | x | -0.6 | -0.2 | 1.6 | 1
Cc1cc(S(=O)(=O)Nc2cccnc2)c(Cl)cc1Cl | 0 | -9 | 0 | 3 | 0.1 | -1.7 | -0.2 | 0.5 | 2

Compound activity: PubChem, several laboratories
